Nrf2 block – Nrf2 qHTS screen for inhibitors; A549 ARE-Fluc reporter, luciferase luminescence, 18-24 h; Potency, µM (doses to about 46 µM), for inactives: at the top dose activity change, negative = inhibition, most hits filed as inhibitors; 360,000 tested, 2.1% active; AID 504444, 2011; note: potency is the fitted concentration of half-maximal effect; % is set by controls: 0 for no effect and ±100 for the full control effect; nearly all actives have a fitted effect of over 60% in size
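Nrf2 activity is the BugLite luminescence, read 15 min after reagent at room temperature, following CellTiter-Fluor cytotoxicity readout (30 min, 37C). Compound titrations were applied for 18-24 h to 5000 A549 ARE_Fluc cells/well in 5% FBS OPTI-MEM.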
CCT modulator – High-Throughput Screening for Modulators of Cytosolic Chaperonin Activity. purified chaperonin ATPase assay, HTRF ADP detection, 30 min. activity change, % (test concentration not listed), hits read low. 360,000 tested, 0.3% active; in the data active = activity change below about -30%; note: % is set by controls: 0 for no effect and ±100 for the full control effect
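Enzyme 40 or 20 nM (batch-dependent) in Tris pH 7.4/KCl/MgCl2/DTT; cpd 76 uM single point; ATP 10 uM; 30 min 37 °C; Transcreener ADP HTRF detection, 30 min RT; ratio 665/615.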
MmCpn inh – Inhibitors of TCP-1 ring complex (TRiC) of Methanococcus maripaludis (MmCpn): qHTS; Potency, µM (titrated, usually from 76.9 µM), for the others: top-dose activity, negative = inhibition, hits mostly inhibitors; purified Mm-Cpn ATPase, ADP Transcreener TR-FRET; 330,000 tested, 0.031% active; Chaperonin Mm-Cpn (Methanococcus maripaludis); AID 504842, 2011; note: potency is the fitted concentration of half-maximal effect; % is set by controls: 0 for no effect and ±100 for the full control effect; nearly all actives have a fitted effect of over 80% in size
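Compound-treated chaperonin, 25 nM final, turns over 10 uM ATP at 37°C for 30 min following a 10 min preincubation; ADP generated competes with ADP-d2 for Eu-cryptate antibody, lowering FRET.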
Abeta rescue – qHTS for compounds that reverse cellular toxicity of Amyloid beta (A-beta) peptide in yeast: Primary Screen | yeast expressing A-beta42, growth rescue, OD600, 48 h; response scale: 0% DMSO, 100% iron-clioquinol control | 410,000 tested, 0.063% active | Potency, µM (highest dose often 46.1 µM), for the others: at the top dose growth rescue, most hits filed as activators; note: potency is the fitted concentration of half-maximal effect; nearly all actives have a fitted effect of over 55% in size
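Growth rescue measured by 600 nm absorbance after 48 h yeast culture at 30 C with compound. Values normalized between DMSO and an equimolar ferric chloride plus clioquinol control.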
Nrf2 ARE act – qHTS of Nrf2 Activators; AREc32 ARE-luciferase reporter (MCF7-derived line), luminescence, 24 h; Potency, µM (top dose mostly 46.1 µM), for the others: top-dose activation, actives largely listed as activators; 410,000 tested, 0.31% active; note: potency is the fitted concentration of half-maximal effect; % of control where 0% means no effect; nearly all actives have a fitted effect of over 65% in size
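Steps: seed AREc32_Fluc cells (1000/well, 5% FBS OPTI-MEM); incubate overnight at 37 deg C; add 23 nL compound; incubate 24 hr; add Steady-Glo; hold 30 min RT; read luminescence.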
TGFb inhibitor – qHTS for Inhibitors of TGF-b | Potency, µM (doses to about 46.1 µM), for the others: at the highest dose activity, negative = inhibition, hits mostly inhibitors | HepG2 CAGA-GFP TGF-b/SMAD3 reporter, GFP fluorescence, 18 h; TGF-beta stimulated, 500 pg/mL final | 410,000 tested, 1.2% active; note: potency is the fitted concentration of half-maximal effect; % is set by controls: 0 for no effect and ±100 for the full control effect; nearly all actives have a fitted effect of over 65% in size
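GFP signal (ex488/em500-530) from TGF-beta-stimulated HEPG2 CAGA-GFP cells, 500 pg/mL final, 18 h at 37 degrees C in DMEM plus 1% FBS, normalized to unstimulated and DMSO-stimulated controls.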
HepG2 viability – qHTS for Inhibitors of TGF-b: Cytotox Counterscreen; 410,000 tested, 0.76% active; Potency, µM (top dose mostly 46.1 µM), inactives show at the top dose activity change, negative = cytotoxicity, hits mostly cytotoxic; AID 588856, 2011; HepG2 CAGA-GFP viability, ATP luminescence, 18 h; note: potency is the fitted concentration of half-maximal effect; some results filed as inactive show a strong effect at the top dose
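HepG2 CAGA-GFP cells (1000/well, DMEM with 1% FBS) received compound, then TGF-beta at 500 pg/mL final, and were incubated 18 hours at 37 degrees C. Viability was read by CellTiter-Glo luminescence. Media-only wells were set as complete cell-killing and DMSO as no toxicity.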
pAkt inh – HTS Assay for Inhibitors of Akt Phophorylation: Primary Screen; Neuro2A IGF-stimulated pAkt S473 HTRF, 20 min; hits give low values; activity change, % for hits at 50 µM; 360,000 tested, 0.32% active; AID 651550, 2012; in the data active = activity change below about -80%; inconclusive = mostly about -51% to -80%; note: % is set by controls: 0 for no effect and ±100 for the full control effect
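Neuro2A cells in DMEM with 0.5% FBS, overnight at 37 deg C, given compound at single 50 µM final, then IGF (6 nM final) for 20 min at 37 deg C. Lysed; phospho-Akt Ser473 by HTRF after 24 h, 665/615 ratio.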
A549 viability – Nrf2 qHTS screen for inhibitors: counterscreen for cytotoxicity. A549 ARE-Fluc cells, CellTiter-Fluor viability, 18-24 h. Potency, µM (doses to about 46 µM), without a hit: at the top dose activity change, negative = cytotoxicity, hits mostly inhibitors. 390,000 tested, 0.16% active. AID 504648, 2011; note: potency is the fitted concentration of half-maximal effect; % is set by controls: 0 for no effect and ±100 for the full control effect
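Cytotoxicity counterscreen: CellTiter-Fluor fluorescence was measured in A549 ARE_Fluc cells after 18-24 h of compound exposure in a concentration series. The subsequent BugLite luminescent read reports ARE-luciferase activity.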
Active calls of the source: *; i = inactive; ? = inconclusive; nt = not tested or not shown. Unless noted, calls come from the whole dose curve; as a rule, active = well fitted curve in the direction sought with a large enough effect; inconclusive = small, poorly fitted or top-dose-only effect, or another doubt; inactive = no such curve, though single readings can be large; an effect the other way counts as inactive or inconclusive.

SMILES	Nrf2 block	CCT modulator	MmCpn inh	Abeta rescue	Nrf2 ARE act	TGFb inhibitor	HepG2 viability	pAkt inh	A549 viability
NS(=O)(=O)c1cc(C(=O)OC2CCOC2=O)ccc1Cl (stereo not given)	-6%	-3.5	?	4%	-0.3%	2%	8%	i	8%
CC(CCc1ccccc1)NC(=O)COC(=O)C1=COCCO1 (stereo not given)	5%	-3.3	-1%	-9%	2.7%	10%	9%	i	1%
CNS(=O)(=O)c1ccc(NC(=O)C(CCSC)NC(N)=O)cc1 (stereo not given)	29%	-1.0	1%	13%	-0.8%	5%	-15%	i	-7%
CC1(C)COC(c2coc3ccccc3c2=O)OC1	?	-1.6	-25%	6%	3.4%	-7%	-6%	i	-1%
COc1ccc(C2CC(c3ccc(OC)cc3)n3nc(N)nc3N2)cc1 (stereo not given)	2%	-1.4	-1%	12%	0.2%	-15%	-9%	i	6%
COC(=O)c1cn(C(=O)c2cccs2)c2ccccc12	-13%	2.7	-5%	-8%	0.1%	-7%	-11%	i	0%
Nc1c(C(=O)Nc2ccc(S(=O)(=O)N3CCCC3)cc2)sc2nc3cc4c(cc3cc12)CCC4	2%	2.7	-1%	-16%	3.3%	0%	18%	i	-18%
CC1CCCC(C)N1C(=O)COc1ccc(C(=O)N/N=C/c2ccc(C(=O)O)cc2)cc1 (stereo not given)	-4%	-0.3	-2%	-8%	0.1%	-10%	-23%	i	-1%
O=C1CC(c2ccccc2)CC(O)=C1C=NCCN1CCNCC1 (stereo not given)	-14%	0.7	0%	-1%	-1.1%	-6%	2%	i	-3%
COc1ccc(-c2ccc(SCC(=O)NCC3CCCO3)nn2)cc1OC (stereo not given)	1%	0.2	-1%	15%	3.8%	-26%	0%	i	10%
Cc1ccc(S(=O)(=O)OCCC2=CC(=O)CCN2Cc2ccccc2)cc1	?	-0.9	-3%	8%	6.6%	-8%	-24%	i	6%
CCCCSC1(SCCCC)N=C(N)C2(C#N)C(c3ccccc3)NC(C)=CC12C#N (stereo not given)	nt	-0.9	0%	-8%	19%	-2%	-15%	i	-4%
CC(=O)c1cccc(NC(=O)C2CCN(C(=O)c3cccs3)CC2)c1	2%	0.0	-2%	-5%	0.0%	-5%	7%	i	-1%
Cc1cc(C)n(-c2ccc(NC(=O)C3CCN(Cc4ccccn4)CC3)cc2)n1	1%	-0.1	-2%	5%	0.2%	4%	-11%	i	6%
CCC(C)C(NC(=O)c1ccc(Cl)cc1)C(=O)O (stereo not given)	-1%	0.4	1%	1%	-0.8%	2%	0%	i	-9%
CCn1cc(C(=O)OC(C)C(=O)Nc2c(C)n(C)n(-c3ccccc3)c2=O)c(=O)c2ccc(C)nc21 (stereo not given)	nt	-2.1	1%	18%	-0.1%	-15%	1%	i	-7%
COc1ccc(C)cc1S(=O)(=O)N1CCOCC1	6%	0.2	2%	-11%	-0.9%	-3%	6%	i	-1%
O=C(NCc1ccc(F)cc1)C1CCC(=O)N1C1CCCCC1 (stereo not given)	0%	-0.5	0%	3%	0.1%	-20%	4%	nt	3%
CCOc1cccc(/C=N/NC(=S)NCCN2CCOCC2)c1O	1%	-2.3	-3%	1%	0.8%	?	-49%	i	4%
CCOc1ccc(N2C(=O)/C(=C/c3ccccn3)SC2=S)cc1	-5%	-5.1	0%	-8%	-0.6%	23%	-8%	i	-6%
CN(Cc1ccccc1)C(=O)CN1CCN(S(=O)(=O)c2ccc(Cl)c(Cl)c2)CC1	-14%	-1.7	1%	12%	0.9%	?	-23%	i	-1%
O=[N+]([O-])c1ccc(/C=N/Nc2nc(N3CCCCC3)nc(N3CCCCC3)n2)cc1	0%	-2.9	1%	-7%	-0.1%	-3%	-1%	i	-2%
N#CC1=C(N)Oc2cc(N)ccc2C1c1ccc(F)cc1 (stereo not given)	-28%	2.0	-1%	-8%	-0.3%	-16%	-16%	i	-18%
CCCNC(=O)c1ccccc1NC(=O)Cc1ccc(OC)c(S(=O)(=O)N2CCOCC2)c1	1%	0.8	2%	-1%	-0.6%	3%	-13%	i	-4%
N#Cc1ccc(S(=O)(=O)N2CCCCC2c2cc(C(=O)NCc3cccnc3)no2)cc1 (stereo not given)	nt	-0.6	nt	-13%	0.2%	0%	3%	i	nt
CCOc1ccc(-n2nc(C(=O)NC3CCCCC3)c3ccccc3c2=O)cc1	?	0.7	3%	-21%	-0.8%	0%	5%	i	0%
CC(=O)c1ccc2c(c1)C1C=CCC1C(C(=O)O)N2 (stereo not given)	-6%	-1.5	-3%	9%	0.4%	-5%	-4%	i	-10%
CCC(C)(C)NC(=O)C(OC(=O)c1ccco1)c1ccc(OC)cc1 (stereo not given)	3%	-0.2	0%	18%	-0.1%	-12%	2%	i	-3%
O=S1(=O)C2CC3CCC2(CN1Cc1cccc(F)c1)O3 (stereo not given)	21%	nt	nt	nt	nt	-4%	1%	nt	2%
O=C(CSc1ccccc1)NCC(c1ccco1)N1CCCCC1 (stereo not given)	-5%	-0.6	0%	15%	-0.5%	-1%	-4%	i	-8%
O=C(Nc1ccccc1)NC1CCN(CCCN2C(=O)c3ccccc3C2=O)CC1	1%	0.9	1%	13%	-0.2%	-11%	4%	i	1%
CCCCN(CCCC)CCCNC(=O)C1CC(c2ccc(C(F)(F)F)cc2)=NO1 (stereo not given)	8%	-1.3	1%	-10%	-1.2%	-15%	6%	i	0%
CC(C)C(NC(=O)c1ccc(S(=O)(=O)N2CCOCC2)cc1)c1nc2ccccc2[nH]1 (stereo not given)	-9%	-0.7	-1%	11%	-0.5%	4%	7%	i	-11%
O=P(Cc1ccccc1)(c1ccccc1)c1ccccc1	1%	0.4	1%	2%	-0.3%	?	6%	i	-5%
Cc1c(C(=O)N2CCC(C)CC2)c(S(=O)(=O)Nc2ccc(OC(F)(F)F)cc2)c(C)n1C	nt	nt	nt	-9%	-0.1%	-4%	-9%	nt	-10%
CCSc1ccccc1C(=O)Nc1nc2ccccc2c(=O)[nH]1	-30%	-0.8	-1%	?	3.1%	13%	-1%	i	0%
CC1(C)CC(=O)c2cc(N=C/C(C(=O)c3ccccc3)=C(\O)c3ccccc3)c(=O)oc2C1	11%	-1.0	?	-6%	11µM*	-8%	-9%	i	2%
COc1ccc(C)cc1NC(=O)CSc1nnc(-c2cc(C)[nH]n2)n1N	10%	-5.5	-9%	3%	0.0%	-10%	-6%	i	2%
CC[N+]1(C)CC2CCC(C)(C1)C2(C)C (stereo not given)	-1%	-2.3	-3%	-3%	-0.8%	-9%	-9%	i	5%
Cc1cccc(OCC(=O)Nc2ccc(C(=O)Nc3ccccc3C(=O)O)cc2)c1C	?	-2.3	0%	-3%	-1.2%	?	1%	i	-3%

Ordered by formula weight (ascending): some entries from above.
SMILES	Nrf2 block	CCT modulator	MmCpn inh	Abeta rescue	Nrf2 ARE act	TGFb inhibitor	HepG2 viability	pAkt inh	A549 viability
O=P(Cc1ccccc1)(c1ccccc1)c1ccccc1	1%	0.4	1%	2%	-0.3%	?	6%	i	-5%
Cc1cccc(OCC(=O)Nc2ccc(C(=O)Nc3ccccc3C(=O)O)cc2)c1C	?	-2.3	0%	-3%	-1.2%	?	1%	i	-3%
CC1(C)CC(=O)c2cc(N=C/C(C(=O)c3ccccc3)=C(\O)c3ccccc3)c(=O)oc2C1	11%	-1.0	?	-6%	11µM*	-8%	-9%	i	2%
CC(C)C(NC(=O)c1ccc(S(=O)(=O)N2CCOCC2)cc1)c1nc2ccccc2[nH]1 (stereo not given)	-9%	-0.7	-1%	11%	-0.5%	4%	7%	i	-11%
Cc1c(C(=O)N2CCC(C)CC2)c(S(=O)(=O)Nc2ccc(OC(F)(F)F)cc2)c(C)n1C	nt	nt	nt	-9%	-0.1%	-4%	-9%	nt	-10%

(more compounds)
SMILES	Nrf2 block	CCT modulator	MmCpn inh	Abeta rescue	Nrf2 ARE act	TGFb inhibitor	HepG2 viability	pAkt inh	A549 viability
COCCN(CCOC)C(=O)CN1C(=O)NC2(CCCc3sccc32)C1=O (stereo not given)	12%	-2.1	-2%	-6%	3.9%	28%	31%	i	-1%
CSc1ccccc1C(=O)C1CCCN(S(=O)(=O)N(C)C)C1 (stereo not given)	-2%	3.1	2%	-8%	-0.4%	3%	-4%	i	0%
CCN(CC)C(=O)c1ccc(NS(=O)(=O)c2ccccc2)cc1	16%	-0.1	2%	-9%	2.1%	-10%	0%	i	8%
CCCCN1CNC(=S)N(CCc2ccc(OCC)c(OCC)c2)C1	-20%	-1.5	-2%	19%	-0.6%	-34%	-12%	i	-2%
CCC(C(=O)NCc1ccc(C)cc1)c1ccccc1 (stereo not given)	5%	-0.9	0%	-1%	0.5%	-9%	4%	i	-1%
COCCNC(=O)CN1CCOc2ccccc21	11%	0.8	-1%	-18%	0.0%	-5%	-8%	i	7%
COc1ccc(CCC(=O)NNC(=O)c2cc(Cl)ccc2OC)cc1	-1%	2.0	1%	-6%	0.1%	9%	10%	i	-4%
O=C(O)c1ccc(NC(=S)Nc2ccccc2)cc1	9%	1.6	1%	-2%	2.2%	-5%	-3%	i	6%
CCCOc1ccc(N2C(=O)CC(SCC(N)C(=O)OCC)C2=O)cc1 (stereo not given)	12%	-2.0	-1%	24%	0.5%	2%	9%	i	-3%
Cc1nc(NCCO)c(C#N)c2c1COC(C)(C)C2	-6%	-1.4	1%	7%	2.7%	6%	1%	i	-8%
